Bioassay records: PubChem, National Center for Advancing Translational Sciences (NCATS)
TDP1 cell noCPT: qHTS for Inhibitors of human tyrosyl-DNA phosphodiesterase 1 (TDP1): qHTS in cells in absence of CPT; Potency, µM (doses to about 46.2 µM), for inactives: at the highest dose activity change, negative = growth inhibition, hits mostly inhibitors; actives 15% (n = 420,000); DT40 Tdp1-/- hTDP1 cells, no CPT, ATP luminescence, 48 h; note: nearly all actives have a fitted effect of over 55% in size
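No-CPT arm: Tdp1-/-;hTDP1 DT40 cells (400/well) plus compounds, incubated ≥48 hr at 37 °C. Readout CellTiter-Glo luminescence.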
KAT2A inh: blocks human GCN5L2 histone acetyltransferase | Q92830 | Potency, µM (series often up to 58.9 µM), for inactives: at the top dose activity change, negative = inhibition, actives largely listed as inhibitors | GCN5L2 HAT assay, ThioGlo1 CoA-SH fluorescence | actives 0.21% (n = 390,000) | AID 504327
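Fluorescence readout, Ex340nm/Em540nm: ThioGlo1 (50uM final) reacts with free CoA thiol released as 20nM GCN5L2 acetylates H3(1-25) peptide (75uM) using acetyl-CoA (70uM). Compound and enzyme sat 15 min beforehand; 20 min room-temperature reaction.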
TDP1 inh: TDP1 (human) enzyme inhibition | Potency, µM (top dose mostly 130 µM), for inactives: at the top dose activity change, negative = inhibition, most hits filed as inhibitors | actives 0.28% (n = 350,000) | recombinant TDP1, AlphaScreen DNA substrate cleavage | AID 485290 | Q9NUW8; note: nearly all actives have a fitted effect of over 40% in size
Target sequence (Q9NUW8 whole entry, looked up): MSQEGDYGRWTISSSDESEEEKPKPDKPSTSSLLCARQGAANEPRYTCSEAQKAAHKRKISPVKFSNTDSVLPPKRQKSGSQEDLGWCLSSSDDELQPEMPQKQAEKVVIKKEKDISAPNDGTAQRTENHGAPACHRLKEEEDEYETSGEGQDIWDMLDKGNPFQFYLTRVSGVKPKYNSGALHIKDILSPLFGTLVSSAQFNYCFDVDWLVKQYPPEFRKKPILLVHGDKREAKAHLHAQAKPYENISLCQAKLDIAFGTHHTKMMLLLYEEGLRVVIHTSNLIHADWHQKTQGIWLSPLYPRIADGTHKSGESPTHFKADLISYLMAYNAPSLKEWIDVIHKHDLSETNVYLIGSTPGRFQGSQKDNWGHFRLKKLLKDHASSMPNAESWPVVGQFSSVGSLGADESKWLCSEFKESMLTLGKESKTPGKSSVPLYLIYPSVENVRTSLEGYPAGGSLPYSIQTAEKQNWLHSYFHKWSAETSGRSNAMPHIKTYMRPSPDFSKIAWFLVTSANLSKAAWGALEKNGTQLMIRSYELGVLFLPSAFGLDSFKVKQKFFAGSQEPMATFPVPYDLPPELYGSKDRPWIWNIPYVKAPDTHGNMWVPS
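Signal: AlphaScreen proximity between streptavidin donor and anti-FITC acceptor beads on intact substrate. Reaction: Tdp1 1 nM, substrate 15 nM final, 5 min RT after 15 min compound preincubation.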
* marks the source's active call; other numbers are inactive results; u = inconclusive; x = no result given; & = joins results of further samples; ! = repeats disagree; [ ] = remark or other dose. Calls come from the whole dose curve; as a rule, active = well fitted curve in the direction sought with a large enough effect; inconclusive = small, poorly fitted or top-dose-only effect, or another doubt; inactive = no such curve, though single readings can be large; an effect the other way counts as inactive or inconclusive. % is set by controls: 0 for no effect and ±100 for the full control effect; potency is the fitted concentration of half-maximal effect.

SMILES	TDP1 cell noCPT	KAT2A inh	TDP1 inh
C=C1c2ccccc2O[C@H](C(=O)OCC)[C@@H]1CCC(C)C (tested in a mixture with another compound)	x	-5%[88.6 µM]	-12%
CN(C)S(=O)(=O)c1cccc(C(=O)NC(=S)N(CCC#N)Cc2cccnc2)c1	3%	-6%	8%
COCCCN1CC23C=CC(O2)C(C(=O)O)C3C1=O (centres undefined)	u	-3%	2%
CC(C)C(NC(=O)c1ccc(C(C)(C)C)cc1)C(=O)NCC(c1ccccc1)N(C)C (centres undefined)	21µM*	-21%	5%
Nc1c(C(=O)NCc2ccco2)c2nc3ccccc3nc2n1CCc1ccccc1F	u	-9%	-1%
COc1ccc(-c2nc3cnc(OC)nc3n(C)c2=O)cc1	1%	-12%	x
CN(Cc1nc2ccccc2c(=O)[nH]1)Cc1cc(=O)oc2ccc3ccccc3c12	u	-4%	4%
CCC(C)(C)NC(=O)C1CC(=O)N(CCc2ccc(F)cc2)C1 (centres undefined)	0%	0%	x
O=[N+]([O-])c1ccc(C2CCCC/C2=N/O)c([N+](=O)[O-])c1 (centres undefined)	-7%	-2%	x
Cc1c(-c2nc3ccccc3[nH]2)cnn1C	15%	1%	1%
O=C(COc1ccc(Cl)cc1)Nc1c(-c2cccs2)nc2ccccn12	u	-6%	-1%
O=C1CCN(Cc2ccccc2)CCN1[C@H](COc1ccccc1)Cc1ccccc1	21µM*	-5%	x
NC(=O)NCC1CC1	-19%	-7%	5%
Cc1ccc(C(=O)Nc2cccc(C(=O)O)c2)cc1S(=O)(=O)N1CCCC1	-26%	-19%	-3%[12.3 µM]
COc1ccc(OC)c(/C=C(\NC(=O)c2ccccc2)C(=O)N/N=C/c2ccc(C)s2)c1	-28%	u	5%
Cc1cccc(S(=O)(=O)NCCC(=O)OCC(=O)Nc2ccc(C#N)cc2)c1	-22%	-6%	4%
O=C(Nc1ccccc1C(=O)N1CCCCC1)c1cc(F)c(F)cc1Cl	-5%	-1%	-4%
O=C(CCC1CCCCC1)NCCN1C2=NC[C@H](Cc3ccccc3)N2C[C@H]1Cc1ccc(O)cc1	18µM*	7%	8%
c1ccc(CCn2nnnc2C(c2cccnc2)N2CCOCC2)cc1 (centres undefined)	-15%	-3%	6%
CN1CCN(C(=O)CCc2ncc(C(F)(F)F)cc2Cl)CC1	-1%	-5%	0%
COc1ccc(NC(=O)N2CCCCCC2)cc1OC	10%	-14%	2%[56.1 µM]
CC(C)Oc1ccc(C(CC(=O)O)NC(=O)CSc2ncn[nH]2)cc1 (centres undefined)	-19%	0%	8%
C=CCN1CCN(C(=O)c2ccc3c(c2)OCO3)CC1	17%	-15%	2%
COc1ccc(NC(=O)CN(C)C(=O)c2c(C)nn(-c3ccccc3)c2Cl)cc1	-2%	-1%	-1%
Cc1nc(NS(=O)(=O)c2cccc([N+](=O)[O-])c2)sc1C(C)(C)C	4%	0%	x
COCCCN(Cc1ccccn1)S(=O)(=O)Cc1ccccc1	-29%	0%	1%
COc1ccc(C(=O)Nc2ncc(C)s2)cc1S(=O)(=O)N1CCCC1	1%	-2%	2%
CCC(C)n1c(SCc2ccc([N+](=O)[O-])cc2)nc2ccsc2c1=O (centres undefined)	21µM*	-1%	5%
CCOC(=O)N1CCN(C(=O)c2ccccc2NC(=O)COc2ccccc2C)CC1	21µM*	-7%	-4%
COC(=O)c1ccccc1NC(=S)NC(=O)COc1ccc(C(C)C)cc1	-12%	-5%	0%
COC(=O)c1c(NC(=O)CCCOc2ccc(C)cc2)sc2c1C(C(=O)OC)CC2 (centres undefined)	13µM*	u	1%[12.3 µM]
CC(=O)Nc1ccc(S(=O)(=O)N(C)C2CCN(C)CC2)cc1	0%	1%	x
COc1ccc(S(=O)(=O)N2CCCCC2C(=O)O)cc1OC (centres undefined)	5%	2%	0%
COc1ccc(-c2nn3c(=O)c(C)nnc3s2)cc1	11%	1%	x
Cc1ccc(C2(c3noc(CN(C)CCCN4CCOCC4)n3)CCCC2)cc1	x	-4%	6%
CCN(C(=O)Cn1c(=O)oc2cc(Cl)ccc21)c1cccc(C(F)(F)F)c1	-25%	1%	3%
Nc1nonc1-n1nnc(C(=O)N/N=C/c2cccnc2)c1CSc1ccccc1	-3%	-6%	2%
CCc1ccc2oc(=O)cc(CN3CCN(Cc4ccccc4)CC3)c2c1	21µM*	-28%	x
Cc1ccc(OCC(=O)Nc2ccc(C(=O)OCc3cc(=O)n4nc(C5CC5)sc4n3)cc2)cc1	u	16%	-4%
COc1cc(CNc2nc3ccccc3s2)cc(OC)c1OC	23µM*	-2%	x
CCc1ccc(-c2c(C)sc(NC(=O)C3CCC3)c2C#N)cc1	-8%	0%	-8%
Cc1c(N/C(=N/S(=O)(=O)c2ccc(F)cc2)c2ccccc2)c(=O)n(-c2ccccc2)n1C	4%	-14%	0%
Cc1cc(C)cc(N(CCC#N)C(=O)COC(=O)CCc2c[nH]c3ccccc23)c1	-2%	-4%	6%
COc1ccc(NC(=O)CN(C)C(=O)c2ccc3[nH]c4c(c3c2)CC(C)CC4)cc1 (centres undefined)	23µM*	2%	0%
CC1CC(C)CN(CCCNC(=O)C2CCN(S(=O)(=O)N3CCCCC3)CC2)C1 (centres undefined)	u	-2%	3%
Cc1ccc2nc(-c3ccc(NC(=O)COc4ccccc4C(C)(C)C)cc3)sc2c1	u	0%	-1%[12.3 µM]
CC(C)(C)c1cc(P(=O)(c2ccccc2)c2ccccc2)ccc1O	u	0%	0%
COc1ccc(/C=C(\C#N)C(=O)NC2CCS(=O)(=O)C2)cc1OC (centres undefined)	-1%	-5%	3%
Cc1ccc(F)cc1NC(=O)CCc1c(C)[nH]c(=O)c(C#N)c1C	-26%	-7%	x
Cc1cc(C)cc(NC(=O)CN(c2cccc(C)c2C)S(=O)(=O)c2ccccc2)c1	21µM*	-6%	x

The listing continues.
SMILES	TDP1 cell noCPT	KAT2A inh	TDP1 inh
CCOC(=O)c1ccc(P(=O)(c2ccccc2)c2ccccc2)cc1	23µM*	-7%	x
C=CCOC(=O)C1=C[C@@H](c2ccc(Br)cc2)[C@H](CCCO)[C@@H](OCC)O1	u	1%	1%
CC(C)(C)NC(=O)C(c1ccncc1)N(C(=O)Cn1nnc(-c2ccc(F)cc2)n1)c1ccccc1F (centres undefined)	-28%	-5%	3%
CC(OC(=O)CCCN=C1NS(=O)(=O)c2ccccc21)C(=O)c1ccccc1 (centres undefined)	-8%	-4%	x
O=C(NCc1csc(-c2cccs2)n1)C1CCCCC1	u	-7%	9%
CN(CC(=O)Nc1cccc(F)c1)C(=O)c1ccc2c(c1)S(=O)(=O)N=C1CCCCCN12	1%	-14%	x
Nc1nc(SCC(=O)NC2CCCCC2)n[nH]1	-1%	-2%	0%
Cc1c(N(C)C(=O)c2ccc3c(c2)OCO3)c(=O)n(-c2ccccc2)n1C	6%	-3%	-3%
Cc1ccc(-c2csc(NC(=O)CN3C(=O)CCC3=O)n2)cc1	-6%	3%	6%
OC1(c2ccccc2)Cc2cccc[n+]2C1c1ccccc1 (centres undefined)	-9%	4%	x

Complete entries from above. Values in the order: TDP1 cell noCPT | KAT2A inh | TDP1 inh
CC(OC(=O)CCCN=C1NS(=O)(=O)c2ccccc21)C(=O)c1ccccc1 (centres undefined) is listed as -8% | -4% | x
CCOC(=O)c1ccc(P(=O)(c2ccccc2)c2ccccc2)cc1 is listed as 23µM* | -7% | x
Nc1nc(SCC(=O)NC2CCCCC2)n[nH]1 is listed as -1% | -2% | 0%
Cc1c(N(C)C(=O)c2ccc3c(c2)OCO3)c(=O)n(-c2ccccc2)n1C is listed as 6% | -3% | -3%
C=CCOC(=O)C1=C[C@@H](c2ccc(Br)cc2)[C@H](CCCO)[C@@H](OCC)O1 is listed as u | 1% | 1%

The results go on:
SMILES	TDP1 cell noCPT	KAT2A inh	TDP1 inh
CCOC(=O)N1CCN(S(=O)(=O)c2ccc3c(c2)SCC(=O)N3)CC1	u	-2%	3%
O=C(CSc1nnc(CCc2ccccc2)n1-c1ccc(Cl)cc1)c1ccccc1	23µM*	3%	-3%
NC(=O)C(OC(=O)CNC(=O)C1CCCCC1)c1ccccc1 (centres undefined)	-22%	x	0%
CCOC(=O)C1(Cc2ccccc2)CCN(Cc2cnn(C(C)C)c2)CC1	-24%	2%	x
COc1ccc(Cl)cc1C(=O)OCC(=O)NC1CCCC(C)C1C (centres undefined)	-1%	1%	0%
CCOC(=O)c1c(-c2ccc(OC)c(OC)c2)csc1NC(=O)c1ccccc1F	-13%	0%	2%
O=C(OC(C(=O)Nc1cccc(C(F)(F)F)c1)c1ccccc1)C1CCCCC1 (centres undefined)	u	-16%	3%
CCOC(=O)Cc1csc(NC(=O)c2cc3c(s2)CCCC3)n1	u	-5%	3%
COc1cccc(C(=O)Nc2ccccc2-c2nc3ccccc3s2)c1	u	1%	3%
O=C1CC2(CCN(C(=O)c3ccc(F)cc3)CC2)Oc2ccccc21	-26%	0%	0%

Of the compounds above, six contain a cyano group:
SMILES	TDP1 cell noCPT	KAT2A inh	TDP1 inh
CN(C)S(=O)(=O)c1cccc(C(=O)NC(=S)N(CCC#N)Cc2cccnc2)c1	3%	-6%	8%
Cc1cccc(S(=O)(=O)NCCC(=O)OCC(=O)Nc2ccc(C#N)cc2)c1	-22%	-6%	4%
CCc1ccc(-c2c(C)sc(NC(=O)C3CCC3)c2C#N)cc1	-8%	0%	-8%
Cc1cc(C)cc(N(CCC#N)C(=O)COC(=O)CCc2c[nH]c3ccccc23)c1	-2%	-4%	6%
COc1ccc(/C=C(\C#N)C(=O)NC2CCS(=O)(=O)C2)cc1OC (centres undefined)	-1%	-5%	3%
Cc1ccc(F)cc1NC(=O)CCc1c(C)[nH]c(=O)c(C#N)c1C	-26%	-7%	x

Next part.
SMILES	TDP1 cell noCPT	KAT2A inh	TDP1 inh
CCOC(=O)c1cc(-c2ccc(F)cc2)n(CCC(=O)NCCc2ccc(C)cc2)c1C	21µM*	-12%	2%
O=C(O)CN1C(=O)NC2(CCCc3ccccc32)C1=O (centres undefined)	-13%	-1%	11%
FC(F)(F)c1ccc(CN2C[C@@H]3C(c4ccc(C(F)(F)F)cc4)C4(c5cccnc5)CC3(C4)[C@H]2c2ccccc2)cc1 (some centres undefined)	15µM*	21%	3%&1%
C/C(=N\NC(=O)CSc1nc2ccccc2o1)c1cccc(O)c1	7%	-6%	4%
Cc1c(C)n(Cc2ccccc2)c2ccc(C(=O)NCCc3ccccc3Cl)cc12	u	-14%	5%
CCOC(=O)c1c(NC(=O)Nc2ccccc2)sc(C)c1C	u	-10%	2%
Cc1nn(CSc2c(F)c(F)c(F)c(F)c2F)c(C)c1[N+](=O)[O-]	-8%	-1%	0%
CN1C(=O)C(=O)/C(=C(/O)c2ccccc2)C1c1ccc(Br)cc1 (centres undefined)	u	4%	x
CC(=O)NC(=C(Cl)Cl)S(=O)(=O)c1ccccc1	8.2µM*	-1%	6%
COc1ccc(/C=C2\CCC(C3CCCC3)C2=O)cc1Cn1cccn1 (centres undefined)	u	-10%	5%
O=C(c1ccccc1F)N1CCN(Cc2ccc3c(c2)OCO3)CC1	-25%	-8%	x
COC(=O)c1ccccc1NC(=O)c1ccc(CN2CC(=O)N3CCCCC3C2=O)cc1 (centres undefined)	u	-3%	6%
CS(=O)(=O)N(CC(=O)NCc1ccccn1)Cc1ccc(Cl)cc1	-26%	1%	0%
N#CC1=C(N)C(C#N)(C#N)[C@H](c2ccncc2)[C@H]2CC3(CC=C12)OCCO3	-17%	-4%	2%
COCCCNc1nc2c(S(=O)(=O)c3ccc(C)c(C)c3)nnn2c2ccc(Cl)cc12	u	-9%	0%
Cc1cc(C)c2nc(N(Cc3cccnc3)C(=O)Cc3ccccc3)sc2c1	u	-8%	3%
Cc1noc(C)c1S(=O)(=O)N(CC(=O)NCCc1ccc(Cl)cc1)c1ccc(C(C)C)cc1	u	2%	2%
COC(=O)c1ccnc(SCC(=O)c2ccccc2)c1	-3%	-1%	0%
O=C(O)CCC(=O)Nc1cccc(-c2nnc(-c3ccccc3)o2)c1	-1%	-13%	5%
O=C(COC(=O)CNS(=O)(=O)c1ccc(Br)cc1Cl)NC1CC1	10%	2%	x
CCc1ccc(C(c2ccc(CC)cc2)C(Cl)Cl)cc1	0%	4%	20µM*!
CCCOc1ccc(C(=O)NNC(=S)NC(C)=O)cc1	3.3µM*	-25%	11%
COc1cc(C2C3=C(CC(C)(C)CC3=O)NC3=C2C(=O)c2ccccc23)ccc1O (centres undefined)	-25%	-12%	0%
O=C(c1ccc(S(=O)(=O)c2ccccc2)cc1)N1CCCCCC1	u	4%	3%
Cn1cc(C(=O)N2CCN(c3cccc(Cl)c3)CC2)c(=O)c2cc(S(=O)(=O)N3CCOCC3)ccc21	9%	-3%	3%
Cc1nc2ccccc2n2c(-c3ccccc3)c3c(=O)n(C)c(=O)n(C)c3c12	15µM*	-1%&1%	-2%&2%

These rows are one share of the data. The share of hits here may be higher or lower than overall.
